# High-throughput results (PubChem BioAssay)
# NS3 helicase inh – blocks Hepatitis C virus NS3 helicase unwinding; NS3 helicase DNA unwinding, Cy5 molecular beacon fluorescence; inhibition, % at 10.9 µM; 0.56% of 290,000 active; AID 1800;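 active = inhibition above the mean of all tested compounds plus 3 SD, set per campaign, cut at about 35% in these data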;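 also: 0% = DMSO wells and 100% = thioflavine S control wells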
#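 System: HCV NS3 helicase fragment; control set: DMSO and thioflavine S; technique: Cy5 fluorescence at 0 and 60 min, beacon hairpin quenching; reagent: beacon DNA duplex substrate plus ATP; replicates: singlicate; schedule: 1 h reaction at 25 °C, ATP-initiated; medium: MOPS buffer pH 6.5 with MgCl2, DTT, Tween20, BSA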
# IMP-1 inh – inhibitors of Pseudomonas aeruginosa IMP-1 metallo-beta-lactamase; purified IMP-1, nitrocefin hydrolysis, epi-absorbance fluorescence; inhibition, % at 5.6 µM; 0.45% of 290,000 active; AID 1556;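 active = inhibition above the mean plus 3 SD of all compounds in the same screening run, cut at about 4.5% in these data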;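 also: 0% = IMP-1 with DMSO and 100% = DMSO wells lacking enzyme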
#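 Material – recombinant IMP-1 enzyme, purified · Amount – IMP-1 0.2 nM before substrate addition · Medium – HEPES buffer pH 7.1 with ZnSO4 and Brij 35 · Timing – 25 °C, 15 min preincubation, 25 min reaction · Measured by – plate fluorescence quenching by hydrolysis product, ex 480/em 530 nm · Read-out – percent enzyme inhibition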
# CRFR2-BP antag – CRF-BP/CRF-R2 complex antagonism | HEK293 CRF-R2/CRF-BP, CRF-induced calcium fluorescence | inhibition, % at 11.8 µM | 0.59% of 350,000 active;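 active = inhibition of the ligand-induced calcium signal above about 50% at the single tested concentration, limit read from the data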
# SUMO HTRF inh – blocks human SUMOylation mediated by UBC9 | P63279 | AID 2006 | 0.36% of 290,000 active | inhibition, % at 35 µM | HTRF SUMOylation assay, SAE1/SAE2 + UBC9, in vitro; in the data active = inhibition above about 50%, passing the limit was not always enough; also: strong numbers were not always called active
# VIM-2 inh – blocks Pseudomonas aeruginosa VIM-2 metallo-beta-lactamase; purified VIM-2, nitrocefin hydrolysis, epi-absorbance fluorescence; inhibition, % at 5.6 µM; 0.89% of 290,000 active; AID 1527;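 active = inhibition above the mean of all tested compounds plus 3 SD, cutoff set per screening run, cut at about 7.5% in these data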;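 also: red hydrolysis product quenches plate fluorescence so inhibitors raise well fluorescence; 0% = enzyme with DMSO and 100% = DMSO without enzyme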
# IDE inh – inhibits human insulin-degrading enzyme in HEK cells; inhibition, % at 5.59 µM; FAbetaB cleavage, fluorescence polarization; 0.41% of 320,000 active; P14735;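 active = percent inhibition above the average of all tested compounds plus 3 SD, set per screening campaign, cut at about 16% in these data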;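 also: IDE supplied by intact live HEK cells; FP after avidin binding of uncleaved biotin substrate so inhibition keeps polarization high; 0% = DMSO wells and 100% = 60 µM reference IDE inhibitor Ii1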
# Target sequence (P14735 whole entry, looked up): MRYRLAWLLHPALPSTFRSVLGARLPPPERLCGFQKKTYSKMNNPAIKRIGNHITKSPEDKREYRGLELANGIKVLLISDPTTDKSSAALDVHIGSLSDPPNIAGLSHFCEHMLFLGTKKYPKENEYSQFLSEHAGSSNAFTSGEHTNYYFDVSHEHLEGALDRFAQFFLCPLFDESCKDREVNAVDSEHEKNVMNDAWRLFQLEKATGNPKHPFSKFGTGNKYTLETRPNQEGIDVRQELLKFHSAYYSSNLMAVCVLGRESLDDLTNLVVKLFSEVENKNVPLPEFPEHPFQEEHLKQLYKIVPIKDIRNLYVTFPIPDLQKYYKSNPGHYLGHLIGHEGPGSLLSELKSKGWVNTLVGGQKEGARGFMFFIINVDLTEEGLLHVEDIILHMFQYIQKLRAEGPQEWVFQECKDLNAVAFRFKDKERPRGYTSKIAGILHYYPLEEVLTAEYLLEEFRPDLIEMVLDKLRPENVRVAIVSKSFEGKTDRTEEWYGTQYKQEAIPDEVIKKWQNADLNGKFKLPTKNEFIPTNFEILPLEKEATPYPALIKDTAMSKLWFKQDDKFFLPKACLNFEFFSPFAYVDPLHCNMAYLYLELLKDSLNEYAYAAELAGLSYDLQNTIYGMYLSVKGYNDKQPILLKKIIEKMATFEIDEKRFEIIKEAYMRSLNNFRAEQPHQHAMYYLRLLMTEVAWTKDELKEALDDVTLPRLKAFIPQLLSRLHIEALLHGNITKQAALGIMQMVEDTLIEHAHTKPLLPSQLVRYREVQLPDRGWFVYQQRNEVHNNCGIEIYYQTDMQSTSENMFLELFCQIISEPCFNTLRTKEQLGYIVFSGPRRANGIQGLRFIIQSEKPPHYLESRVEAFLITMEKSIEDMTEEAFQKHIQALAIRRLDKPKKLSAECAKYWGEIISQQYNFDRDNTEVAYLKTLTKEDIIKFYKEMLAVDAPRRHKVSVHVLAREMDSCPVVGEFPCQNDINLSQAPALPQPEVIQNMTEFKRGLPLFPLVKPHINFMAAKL
# IDE act – activators of human insulin-degrading enzyme in cells | P14735 | HEK cells, FAbeta-B cleavage, fluorescence polarization; 0% vehicle, 100% cell-free pure enzyme wells | activation, % at 5.96 µM | 0.073% of 340,000 active | AID 493087;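 active = activation above the mean of all tested compounds plus 3 SD, set per screening campaign, cut at about 17% in these data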
# p-CIP stab down – compounds decreasing mouse p/CIP protein stability; decrease of EGFP signal, % at 10 µM; 0.01% of 290,000 active; F442A p/CIP-EGFP cells, EGFP fluorescence, 16 h;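 active = EGFP signal decrease of at least 30% at 10 µM or well 3 SD below plate mean, unless failing retest; inactive = the rest, including hits failing retest or dose response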; also: some compounds called inactive have numbers as strong as hits; many of its hits are not listed in these tables
# GalR3 antag – blocks the human galanin receptor 3. O60755. HEK293 GalR3-CNG cAMP membrane potential fluorescence; galR3 body fused to GalR1 C-terminus. inhibition, % at 3 µM. 0.44% of 360,000 active. AID 651719;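 active = inhibition above the screen-wide average plus 3 SD, cut at about 13% in these data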;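 also: forskolin and galanin both at EC90 stimulate the cells; cAMP rise reported by CNG channel membrane potential dye signal; 0% = forskolin plus galanin with DMSO and 100% = forskolin alone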
# An asterisk follows results filed as active; . = no result given.
# Values run as follows: NS3 helicase inh	IMP-1 inh	CRFR2-BP antag	SUMO HTRF inh	VIM-2 inh	IDE inh	IDE act	p-CIP stab down	GalR3 antag
> CCc1cccc2c(C=C(C#N)C#N)cn(CC(=O)N3CCCCC3)c12
    -2	-2.0	-20	4	-1.4	3	1	-165	-3
> COc1ccc(CCNC(=O)COc2cc(O)c3c(c2)OC(C)(C)CC3=O)cc1OC
    -1	-1.0	11	3	-2.4	-5	1	2	5
> C/C(=N\NC(=O)CO/N=C(\C)c1cccs1)c1ccc(N)cc1
    -15	-2.5	-4	17	-5.1	1	2	-1	8
> Cc1cccc(N(C(=O)c2snc(C(N)=O)c2N)C(C(=O)NC2CCCC2)c2ccco2)c1 (stereo unspecified)
    0	-0.3	4	-13	0.6	.	0	5	-10
> COc1cccc(/C=N/NC(=O)c2ccoc2C)c1O
    -8	-3.5	14	4	-4.0	1	6	-2	-8
> CCOc1ccccc1NC(=O)n1ncc2c(C)cccc21
    4	-4.4	-14	-1	-0.9	3	-2	-2	-6
> COc1ccc(C)cc1NC(=O)C(=O)c1cn(CC(=O)N2CCCC2)c2ccccc12
    -14	-3.4	-3	7	-4.3	3	-5	4	1
> CCc1ccc(N2CC(C(=O)OCC(=O)Nc3cc(C)on3)CC2=O)cc1 (stereo unspecified)
    -6	-1.9	39	-15	0.1	-2	2	-2	-5
> O=C(COC(=O)CCCSc1nc2ccccc2[nH]1)NC(=O)NC1CCCC1
    5	-0.5	-5	7	-2.1	2	4	-1	-3
> COc1ccc(CNC(=O)COC(=O)c2[nH]c(C)c(C(C)=O)c2C)cc1OC
    .	.	-4	.	.	3	2	.	-2
> CCNC(=O)O/N=C1\CCCCC1c1ccc([N+](=O)[O-])cc1[N+](=O)[O-] (stereo unspecified)
    -12	-2.9	10	5	-1.8	2	-5	-14	-11
> CCC1=C(c2cc(OC)c(OC)c(OC)c2)C2(CCCC2)C(=O)O1
    7	-3.0	19	-4	-2.3	1	5	0	-1
> CCCN(CCC)C(=O)Cn1c(=O)c2sccc2n2c(=S)sc(-c3ccccc3)c12
    7	-2.8	-8	16	-2.9	1	10	-2	-1
> CC(=O)c1ccc(N2CCN(Cc3nc4ccccc4[nH]3)CC2)cc1
    4	-3.2	-10	-1	0.8	-3	0	-5	-2
> COc1ccc(Cl)cc1NS(=O)(=O)c1c(C)[nH]c(C)c1C(=O)N1CCCCC1
    7	-2.5	-3	11	-3.0	1	2	-2	-7
> CCCN(CC1CC1)S(=O)(=O)c1ccc(S(N)(=O)=O)cc1
    6	-4.5	5	3	-5.0	4	0	3	3
> O=c1c2ccccc2nnn1CSc1ncnc2ccccc12
    6	-1.9	10	31	0.8	0	-1	-1	2
> CCc1nn(C(C)C(=O)NCCc2ccccc2)c(=O)c2cc3occc3n12 (stereo unspecified)
    11	-0.1	-19	4	2.4	-6	5	-1	1
> COc1ccc(-c2nnc3n2CCCCC3)cc1
    5	-3.8	-1	11	0.7	7	-2	-9	-8
> FC(F)(F)c1cccc(OCCN2CCN(Cc3ccccc3)CC2)c1
    1	-1.0	-14	2	-2.0	2	-3	-6	-8
> CCCCCC(C)NC(=O)c1ccoc1C (stereo unspecified)
    1	-5.0	6	0	-1.3	-1	-3	-10	-2
> O=C(Cn1cnc2c(nnn2-c2ccccc2)c1=O)N1CCC(Cc2ccccc2)CC1
    -3	-1.7	24	15	-0.7	2	3	-6	.
> COc1ccc(Cc2nc3ccc(C(=O)NCCn4cccn4)cc3o2)cc1
    -3	-1.6	-8	5	-1.4	1	0	1	-1
> CC(NC(=O)COC(=O)CN1C(=O)c2ccccc2C1=O)c1ccccc1 (stereo unspecified)
    .	.	-20	.	.	7	4	.	-3
> CCC(C(=O)N1CCc2ccccc2C1)n1nc(C)n2c(cc3occc32)c1=O (stereo unspecified)
    -2	-2.0	7	7	-0.9	7	0	-9	1
> O=C1NC(=O)C2C3c4ccccc4C(c4ccccc43)C12 (stereo unspecified)
    -7	-2.3	6	28	-1.3	3	6	4	-2
> Cc1c(Cl)cccc1NC(=O)N1CCCN(c2nc(-c3ccccc3)ns2)CC1
    -7	-1.4	10	10	-2.5	17*	-12	-5	34*
> O=C1CC(C(=O)N(c2ccc(F)cc2)C(C(=O)NC2CCCC2)c2ccccn2)CS1 (stereo unspecified)
    3	-4.2	-20	9	-1.9	4	1	-5	-6
> O=C(N/N=C/c1ccc(O)cc1)NC12CC3CC(CC(C3)C1)C2
    -5	-0.8	-3	-12	-2.1	0	5	-4	-9
> Cc1cc(C)c2c(CC(=O)NN(C)C)coc2c1
    6	-1.6	24	7	-2.1	7	1	-17	-1
> CCOC(=O)c1c(NC(=O)CSc2ccccc2C(=O)O)sc(C)c1C
    14	-0.3	21	1	-0.9	7	3	-11	-5
> NC(=O)[C@@H]1CCCNc2c(I)cc([N+](=O)[O-])cc2C(=O)N[C@@H](CO)C(=O)N[C@@H](Cc2ccc(O)cc2)C(=O)N1
    -9	-3.0	4	0	-1.1	0	-1	6	-1
> Cc1cc(C(c2cc(C)c(N)c(C)c2)c2ccco2)cc(C)c1N
    .	.	-28	.	.	-7	8	.	-4
> CCC(NS(=O)(=O)c1cnn(CC)c1)c1ccccc1 (stereo unspecified)
    0	-0.7	-4	-8	1.7	4	2	24	3
> CSc1ncccc1C(=O)OCC(=O)N1CCCC1
    .	.	-20	.	.	-4	0	.	-1
> CCC(=O)Nc1cccc(NC(=O)COc2ccc(OC)cc2)c1
    7	-6.1	9	14	-4.2	6	-2	-6	-2
> CC(C)(C)N1CC(c2nc3ccccc3n2Cc2ccc(Cl)cc2)CC1=O (stereo unspecified)
    -4	-1.7	-30	9	-1.4	5	6	3	-5
> N#Cc1ccc(-c2ccccc2)nc1Sc1ccc(F)cc1
    2	-0.6	-11	4	-0.5	-1	5	-1	-3
> Cc1ccc(-c2cc(-c3ccco3)c(C#N)c(=O)[nH]2)cc1
    42*	1.2	1	62*	1.9	-2	-2	1	-1
> CC(=O)N=c1scc(-c2ccccc2)n1-c1cccc(O)c1
    16	-0.4	12	12	0.0	2	5	-6	-7

# 3 records drawn at random from those above, as already listed:
# Values run as follows: NS3 helicase inh	IMP-1 inh	CRFR2-BP antag	SUMO HTRF inh	VIM-2 inh	IDE inh	IDE act	p-CIP stab down	GalR3 antag
> NC(=O)[C@@H]1CCCNc2c(I)cc([N+](=O)[O-])cc2C(=O)N[C@@H](CO)C(=O)N[C@@H](Cc2ccc(O)cc2)C(=O)N1
    -9	-3.0	4	0	-1.1	0	-1	6	-1
> Cc1c(Cl)cccc1NC(=O)N1CCCN(c2nc(-c3ccccc3)ns2)CC1
    -7	-1.4	10	10	-2.5	17*	-12	-5	34*
> CC(=O)N=c1scc(-c2ccccc2)n1-c1cccc(O)c1
    16	-0.4	12	12	0.0	2	5	-6	-7

# More records:
# Values run as follows: NS3 helicase inh	IMP-1 inh	CRFR2-BP antag	SUMO HTRF inh	VIM-2 inh	IDE inh	IDE act	p-CIP stab down	GalR3 antag
> O=C(O)CN1C(=O)/C(=C\c2cc(Br)ccc2OCc2ccc(F)cc2)SC1=S
    14	-0.4	12	35	-2.0	5	3	2	-6
> COc1ccc(Cc2c(C)nc(N)nc2Cl)cc1
    5	-3.9	2	-4	-2.0	-1	5	-5	-3
> CCN(CCCNC(=O)C1CCC(=O)N1C(C)C)c1cccc(C)c1 (stereo unspecified)
    9	-3.6	4	-2	-1.9	3	-2	-7	-5
> Cc1nc(N2CCN(C(=O)c3ccco3)CC2)nc2c1C(=O)CCC2
    -6	-1.5	-4	6	2.7	4	-1	11	-5
> O=C(O)CCC(=O)N1CCc2cc(S(=O)(=O)NC3CCCC3)ccc21
    3	-0.4	12	-18	1.9	4	1	-1	-3
> O=S1(=O)N=C(Oc2cccc3ccccc23)c2ccccc21
    -4	-0.7	44	9	-2.7	-1	2	-5	-5
> COc1ccccc1CC(=O)Nc1ccc2c(c1)OC1(CCCC1)O2
    .	.	18	.	.	-7	5	.	-2
> CC(C)c1ccc(NC(=O)CNCC(c2ccccc2)N(C)C)cc1 (stereo unspecified)
    -18	-2.4	8	26	-3.2	-3	4	-8	-3
> Cc1noc(/C=C/c2nn(C)cc2Cl)c1[N+](=O)[O-]
    6	-0.8	31	0	-2.3	-3	2	-6	1
> Cc1ccc(CNS(=O)(=O)c2ccc(CN3C(=O)c4cccnc4C3=O)cc2)o1
    -3	1.0	0	8	3.1	-2	-1	-1	-2
> O=C(COC(=O)Cc1ccc(S(=O)(=O)N2CCOCC2)s1)NCc1ccccc1
    14	0.5	1	29	-2.6	3	5	-11	1
> CC(C)(C)NC(=O)NC(=O)COC(=O)C1CC(=O)N(Cc2ccccc2)C1 (stereo unspecified)
    9	-3.5	-4	12	-2.7	2	6	-10	5
> CCOc1ccc(S(=O)(=O)Nc2cc(F)ccc2F)c2cccnc12
    7	-3.4	0	-6	-1.1	-1	1	-8	4
> COc1ccc(CC(=O)NC(=S)Nc2ccc(S(=O)(=O)NC(C)(C)C)cc2)cc1
    -8	-0.6	-38	3	-3.8	1	5	-9	1
> CCCCN1CC(=O)N2[C@H]3c4ccccc4OC[C@@H]3[C@H](c3ccccc3)[C@]2(C)C1=O
    .	.	-23	.	.	-2	0	.	-8
> Cc1ccc(C(=O)NCC(=O)OCC(=O)Nc2ccccc2C#N)s1
    11	-2.5	0	11	-3.8	0	5	-6	-7
> CC1(C)CC(=NNC(=O)c2n[nH]c3c2CCC3)CC(C)(C)N1
    -8	-3.6	5	4	-3.9	7	5	-18	-4
> Cc1c(C(=O)NCC(C)C)sc2nc(-c3ccc(F)cc3)cn12
    0	-0.8	-32	-12	-1.7	-3	1	2	.
> Cc1noc(C)c1C(=O)Nc1ccccn1
    -9	1.6	5	22	1.2	3	-3	-7	-1
> CCCN(Cc1cc2ccccc2[nH]c1=O)C(=O)c1cccc([N+](=O)[O-])c1
    -6	-0.4	-6	11	-2.1	1	3	-4	-1
> COc1cccc(/C=C/C(=O)OCC(=O)c2c(N)n(C)c(=O)n(C)c2=O)c1
    .	.	-14	.	.	-1	2	.	-7
> O=C(NCCN1CCOCC1)c1ccc2c(c1)ncn2C1CCCCC1
    -5	-1.2	-5	-3	-2.2	-4	8	-8	0
> CCOC(=O)N1CCN(C(=O)COc2ccc(Cl)cc2)CC1
    2	-4.4	-14	13	-4.4	-2	7	8	-5
> COc1cccc(CN(Cc2ccccc2F)S(=O)(=O)c2ccc(S(=O)(=O)NCc3ccccc3)cc2)c1
    0	-1.6	-8	8	-0.5	1	2	-7	-2
> COC(=O)Nc1ccc(OCC(=O)N2CCOCC2)cc1
    -1	-0.3	14	16	-2.7	5	-2	-4	-10
> COc1cc(C2NC(C(=O)O)CS2)ccc1OCc1ccccc1C#N (stereo unspecified)
    2	-2.0	.	0	-1.7	.	.	-4	.
> CCS(=O)(=O)N1Cc2ccccc2CC1C(=O)Nc1ccccc1OC (stereo unspecified)
    -3	-3.5	-8	13	-2.3	-3	8	5	-6
> CCOC(=O)c1nc2c(=O)n(C)c(=O)n(C)c2n(C)c1=O
    .	.	-1	.	.	8	6	.	-5
